# HTRA1 inhibitor – blocks human HTRA1 serine peptidase | inhibition, % at 5.96 µM | AID 504803 | Q92743 | hit rate 0.5% among 340,000 | recombinant HTRA1, FP-rhodamine activity-based probe, fluorescence polarization; in the data active = inhibition above about 36%;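 also: 0% = enzyme with DMSO and 100% = wells lacking enzyme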
# Target sequence (Q92743 whole entry, looked up): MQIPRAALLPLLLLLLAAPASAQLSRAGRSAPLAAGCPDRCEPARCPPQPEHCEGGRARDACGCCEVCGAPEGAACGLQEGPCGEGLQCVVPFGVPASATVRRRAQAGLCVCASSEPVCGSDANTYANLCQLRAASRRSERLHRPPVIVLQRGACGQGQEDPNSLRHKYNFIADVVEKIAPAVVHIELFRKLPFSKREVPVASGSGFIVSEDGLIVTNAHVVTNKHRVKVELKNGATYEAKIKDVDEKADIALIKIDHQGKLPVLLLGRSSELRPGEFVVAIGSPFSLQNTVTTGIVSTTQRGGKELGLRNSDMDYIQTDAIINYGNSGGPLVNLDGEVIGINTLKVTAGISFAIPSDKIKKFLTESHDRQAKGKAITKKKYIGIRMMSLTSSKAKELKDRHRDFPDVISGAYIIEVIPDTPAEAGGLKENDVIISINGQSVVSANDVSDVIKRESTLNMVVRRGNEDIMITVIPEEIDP
# rCAG RNA binder – r(CAG) repeat RNA binding | TO-PRO-1 dye displacement fluorescence | inhibition, % at 3 µM | hit rate 1.3% among 370,000 | AID 651821;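 active = inhibition above the plate cutoff, the mean of all test compounds on that plate plus 3 SD, cut at about 35% in these data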;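 also: 0% = DMSO alone and 100% = 100 µM mitoxantrone as full dye displacement; higher means more dye released from RNA so lower well fluorescence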
# Rev-erbA mod – modulates human Rev-erb alpha binding to DNA | P20393 | Rev-erbα–FITC-DNA binding, fluorescence polarization, 90 min | activity, % at 10 µM | hit rate 0.79% among 370,000;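 active = activity above about 14%, limit read from the data; passing the limit was not always enough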;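 also: 0% = DMSO wells with 35 nM protein and 100% = DMSO wells with 750 nM protein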
# GC-A act – GC-A (human) enzyme activation; P16066; HEK293 GC-A cells, cGMP TR-FRET, EC30 ANP; 0% at EC30 ANP, 100% saturating ANP; activation, % at 10 µM; hit rate 0.14% among 370,000; in the data active = activation above about 40%
# GC-B act – GC-B (human) receptor activation | HEK293-GC-B cells, CNP EC30, cGMP TR-FRET; 0% at EC30 CNP, 100% saturating CNP | activation, % at 10 µM | hit rate 0.11% among 370,000;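 active = activation at 10 µM reaching about 35% in either raw or pattern-adjusted values, limit read from the data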
# SMARCA2 activ – SMARCA2 function activation, primary screen; activation, % at 9.1 µM; hit rate 1% among 370,000; MG213 cells, MMTV-luciferase reporter, dexamethasone, overnight; in the data active = activation above about 7.8%;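 also: 0% = vehicle wells and 100% = reference activator wells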
# mABHD4 FP – ABHD4 (mouse) inhibition, primary FP screen; Q8VD66; purified mABHD4, FP-Rh probe fluorescence polarization; inhibition, % at 8.92 µM; hit rate 0.54% among 370,000; AID 720543;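 active = inhibition exceeding the mean over every tested compound plus 3 SD, cut at about 30% in these data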;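 also: 0% = plate median of compound wells and 100% = S159A mutant with DMSO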
#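 Assay system: mouse ABHD4 enzyme, wild type / Also added: fluorescent activity-based probe FP-Rh / Doses: single nominal dose of 8.92 µM, 0.89% DMSO final / Timing: 45 min compound pre-incubation plus 60 min probe step, 25 °C / Signal: FP readout, ex 525 nm / em 598 nm / Control set: S159A mutant/DMSO as 100%, compound-well median as 0%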
# ASAP1 GAP inh – inhibitors of human ASAP1 ArfGAP activity. ASAP1-stimulated ARF1 GTP hydrolysis, GDP FP detection. Q9ULH1. hit rate 0.19% among 360,000. inhibition, % at 16.5 µM; in the data active = inhibition above about 25%;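 also: 0% = vehicle with enzyme and substrate and 100% = no enzyme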
# Target sequence (Q9ULH1 325-724 limits assumed): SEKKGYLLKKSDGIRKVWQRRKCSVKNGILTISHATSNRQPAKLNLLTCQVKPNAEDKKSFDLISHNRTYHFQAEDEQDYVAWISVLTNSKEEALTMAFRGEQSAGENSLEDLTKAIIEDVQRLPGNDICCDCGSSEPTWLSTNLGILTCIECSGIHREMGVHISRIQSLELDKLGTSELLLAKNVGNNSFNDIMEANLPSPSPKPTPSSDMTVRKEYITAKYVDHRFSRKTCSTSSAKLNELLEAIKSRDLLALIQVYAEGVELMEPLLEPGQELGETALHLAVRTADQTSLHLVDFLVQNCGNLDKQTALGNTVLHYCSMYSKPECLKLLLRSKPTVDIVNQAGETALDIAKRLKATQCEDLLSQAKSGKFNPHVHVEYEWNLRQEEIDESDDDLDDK
# ARFGAP1 inhibitor – rat ARFGAP1 inhibition. Q62848. Arfgap1-stimulated ARF1 GTP hydrolysis, GDP FP detection. inhibition, % at 16.5 µM. hit rate 0.26% among 360,000;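 active = inhibition above a per-plate limit, mean inhibition of low control wells plus 3 SD, cut at about 25% in these data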;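 also: 0% = DMSO wells with enzyme and 100% = wells lacking Arfgap1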
# Target sequence (Q62848 1-136 limits assumed): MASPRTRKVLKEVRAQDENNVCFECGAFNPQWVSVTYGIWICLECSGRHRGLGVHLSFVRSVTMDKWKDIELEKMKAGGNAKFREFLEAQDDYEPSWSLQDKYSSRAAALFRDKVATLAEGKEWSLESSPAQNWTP
#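 Material: rat Arfgap1 catalytic domain, aa 1-136; also added: human ARF1(Δ1-17)-GTP substrate; compound dosing: one concentration, 16.5 µM, DMSO 1.26%; incubation: GTP hydrolysis reaction 2 h at 25 °C; measured by: Tracer-displacement fluorescence polarization with EDTA stop, 620/688 nm; evaluation: % inhibition from polarization; repeats: one replicate per compound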
# PG9 binder – PG9 antibody binding by small molecule | hit rate 0.43% among 360,000 | TR-FRET gp120-PG9 antibody binding | inhibition, % at 6.7 µM; in the data active = inhibition above about 8.5%
# * marks the source's active call; other numbers are inactive results; / = no result given; & = joins results of further samples.
SMILES,HTRA1 inhibitor,rCAG RNA binder,Rev-erbA mod,GC-A act,GC-B act,SMARCA2 activ,mABHD4 FP,ASAP1 GAP inh,ARFGAP1 inhibitor,PG9 binder
COc1ccc(NC(=O)Nc2ccccc2C(N)=O)cc1OC,4,1,0,0,2,-3,-6,8,-19,-3.3
O=C(O)c1cccnc1-c1ncccc1C(=O)O,0,3,-5,3,-2,-1,-2,-5,-4,-1.2
O=C(O)C1C2CCC(CC2)C1C(=O)N1CCN(Cc2ccc(F)cc2)CC1 (configuration not stated),2,-6,-2,1,11,0,-10,14,-6,0.5
Cc1cc2nc3n(c2cc1C)CC1CC(C(=O)NCCc2cccs2)N(C)C31 (configuration not stated),1,-5,1,-4,-2,0,6,2,-3,1.7
CC(NC(=O)CSC1=NCCS1)c1ccccc1 (configuration not stated),5,1,-4,1,7,0,-1,-3,1,-0.7
Cc1[nH]c2ccccc2c1C(=O)C(C)OC(=O)c1ccc(NC(=O)CC#N)cc1 (configuration not stated),-60,23,2,-6,3,-1,-73,3,19,-0.3
COc1ccccc1NC(=O)c1ccc(NS(=O)(=O)c2ccc(F)c(F)c2F)cc1,-11,44*,-9,0,0,-1,-8,-2,7,-2.9
CC(C)c1onc(C(=O)NCc2ccc(F)cc2)c1[N+](=O)[O-],0,-8,3,3,-3,1,0,2,-3,-1.3
O=C(O)c1ccc(S(=O)(=O)Nc2ccc3c(c2)OCCO3)cc1,4,2,1,2,-4,2,-3,2,-8,-3.5
O=C(COC(=O)CNC(=O)c1ccc([N+](=O)[O-])o1)Nc1ncc(Cl)cc1Cl,10,5,-7,-2,-2,3,-1,4,-10,-4.0
Cc1c(NC(=O)C2C3C=CC(C3)C2C(=O)O)c(=O)n(-c2ccccc2)n1C (configuration not stated),-4,/,0,-5,-3,/,/,/,/,/
COCCn1nnnc1C(C(C)C)N(Cc1ccccc1)Cc1cc2cc(OC)ccc2[nH]c1=O (configuration not stated),-17,-6,1,-27,-15,2,-14,16,2,-1.4
O=C(C1CC(c2ccc(F)cc2)=NO1)N1CCN(Cc2ccccc2)CC1 (configuration not stated),-1,-8,0,5,0,3,-1,6,4,0.3
CCCCC(CCCC)=N/N=C/c1c(O)n(CC)c2cc(C3=NNC(=O)CC3)ccc12,2,4,2,-1,5,1,-5,4,4,-6.0
COc1ccc(C)cc1S(=O)(=O)Nc1ccc(-n2c(C)nc3ccccc3c2=O)cc1,-3,-9,2,-4,-4,-1,-1,-4,2,-2.6
CC(C)[C@H](NS(=O)(=O)c1ccccc1)C(=O)Nc1nccs1,/,1,2,4,-2,-4,3,-8,1,-0.5
Cc1cccc(/C(N)=N/OC(=O)c2ccoc2C)c1,-2,-1,-7,0,5,8.1*,-7,12,1,-2.6
CCOc1ccc(NS(=O)(=O)c2cc(C(=O)N3CCCC3)ccc2Cl)cc1,1,1,-4,-5,0,-2,0,-6,4,0.4
Cc1cccc(-n2c(C)c(C)c3c(N)ncnc32)c1,6,2,-4,-41,-15,-2,1,-8,-4,0.6
COc1ccc(-c2ccc(NS(=O)(=O)c3cc([N+](=O)[O-])ccc3C)cc2)nn1,3,25,0,-6,-6,1,6,4,4,1.3
NC(=O)CSc1nnc(-c2ccccc2F)n1C1CC1,0,-1,2,1,2,1,0,0,7,-1.3
COc1ccc(CCNC(=O)CC(=O)N/N=C/c2ccc(C(=O)O)cc2)cc1OC,1,1,9,5,6,-1,-3,-5,4,-1.7
Cc1c(NC(=O)CC(=O)Nc2c(C)n(C)n(-c3ccccc3)c2=O)c(=O)n(-c2ccccc2)n1C,3,-1,1,-3,-2,0,1,-2,0,2.0
CCOc1ccc(N/C=C/C(=O)c2ccc(C)cc2)c([N+](=O)[O-])c1,5,-2,1,-3,-4,3,1,-17,11,-1.2
Cc1cccc(NC(=O)C2c3ccccc3Oc3ccccc32)n1,-15,-3,6,-18,-9,2,-7,-5,3,-2.2
CCCC(=O)Nc1cccc(NC(=S)NC(=O)C(C)Oc2ccc(Cl)cc2Cl)c1 (configuration not stated),-70,12,0,-1,0,-2,-40,1,16,-0.2
Cc1ccc(-c2[nH]ncc2/C=N/n2c(COc3ccccc3)nc3ccccc3c2=O)cc1,-38,8,-4,-2,5,-1,-10,-5,7,-0.4
COc1ccc(-c2cccc(NS(=O)(=O)c3cc([N+](=O)[O-])ccc3C)c2)nn1,-4,29,3,-4,-3,0,-2,0,8,1.3
CC(C)(C)[C@@H]1/C(=C/C2CC2)N2C(=O)C[C@@H](c3ccccc3)N=C2N1Cc1ccc2c(c1)OCO2,/,/,0,-5,-11,/,-6,/,/,/
O=C(CCCNC(=O)/C(=C/c1ccc(Br)cc1)NC(=O)c1ccccc1)OCc1ccccc1,-16,6,-4,-2,-7,1,1,6,12,-2.1
CCN(CC(=O)NCc1cccs1)C(=O)/C=C/c1cccc(OC)c1OC,7,-3,-1,1,-3,-1,-1,-5,4,-1.3
COc1ccc(C)cc1S(=O)(=O)N(C)CC(=O)Nc1ccc2c(c1)OCCO2,4,-3,-5,-3,2,-4,-9,-7,15,-0.2
Cc1ccc(C(=O)OCC(=O)NNC(=O)c2ccc([N+](=O)[O-])cc2)o1,-3,1,-8,4,1,0,5,-9,5,1.9
O=C(Nc1c2c(nn1-c1ccccc1)CS(=O)C2)c1ccco1 (configuration not stated),3,0,2,2,-5,2,-5,-11,7,-1.8
CC(C)C[C@@]12C(=O)N(c3ccc(Br)cc3)C(=O)N1[C@H](c1ccc(Br)cc1)[C@@H]1C(=O)N(C(C)(C)C)C(=O)[C@@H]12,-5,3,3,-12,-8,0,1,0,1,-2.2
COc1ccc(/C=C/C(=O)c2ccccn2)cc1,8,5,-2,-5,-4,3,-34,-10,11,-2.0
CCOc1ccc(NC(=O)CN2CCN(CC(=O)Nc3ccc(C(N)=O)cc3)CC2)cc1,1,-3,-5,-2,4,1,-3,0,6,-2.5
COc1ccc(-c2sc3ccccc3c2C#CC2(O)CCCCC2)cc1,-93,10,1,-2,-10,1,-26,2,16,-2.7
CC1(C)c2ccccc2C(=O)c2ccccc21,-8,-1,4,0,6,1,4,-4,8,-1.4
COc1cc(NS(=O)(=O)c2ccc(NC(=O)c3cccs3)cc2)nc(OC)n1,-6,15,-3,0,-4,-2,-3,3,3,0.5
CCOC(=O)c1cc(C(C)(C)C)nc(SC)c1C#N,-4,-5,7,3,2,-1,-2,4,4,0.3
Cc1ccc(NC(=O)CSc2nc3ccccc3nc2N2CCOCC2)cc1,-22,5,3,-7,-10,2,-4,2,0,1.3
CN(c1ccccc1)S(=O)(=O)c1ccc(C(=O)Nc2nnc(C3CC3)o2)cc1,9,0,4,1,-4,-4,-1,4,-1,1.3
Cc1ccc(C(=O)NC2CCN(CC(=O)Nc3c(C)cc(C)cc3C)CC2)cc1,3,-6,-3,1,1,-2,-15,-5,2,0.0
CCn1c(=O)n(CC)c2cc(N3CCCC3)c(NC(=O)c3cccc(OC)c3)cc21,2,-2,1,2,3,-1,2,-4,8,-5.5
Cn1c2ccccc2c(=O)c2c(=O)n(-c3ccccc3)c(-c3ccc(C(C)(C)C)cc3)nc21,-42,0,0,2,-3,4,-4,-11,-2,-1.4
CCOC(=O)CSc1nc2ccc(C)cc2[nH]1,2,-2,-3,-6,-7,-1,-3,1,4,-0.5
CC(CN1C(C)CCCC1C)OC(=O)c1ccccc1F (configuration not stated),2,-3,1,1,7,9.2*,-4,-1,-1,-1.5
NCC(O)(c1ccc(Cl)cc1)c1ccc(Cl)cc1,-10,14,3,-25,-32,0,4,11,10,-3.1
CCCC(C(=O)OCCN(CC)CC)(c1ccccc1)c1ccccc1,-4,-3,7&2,-27,-16,-5,3,-18,7,-0.2

# Additional entries follow.
SMILES,HTRA1 inhibitor,rCAG RNA binder,Rev-erbA mod,GC-A act,GC-B act,SMARCA2 activ,mABHD4 FP,ASAP1 GAP inh,ARFGAP1 inhibitor,PG9 binder
CC(=O)c1cc(F)c(N2CCN(C(=O)COc3ccc(F)cc3)CC2)cc1C,-7,-1,3,-1,-6,-5,-16,-9,-11,-1.4
CN(C)S(=O)(=O)c1cccc(NC(=O)COC(=O)c2cc(=O)c3ccccc3o2)c1,4,-2,-2,0,-3,-3,-6,1,-3,2.5
CS(=O)(=O)N(CC(=O)N1CCC(C(N)=O)CC1)c1cc(C(F)(F)F)ccc1Cl,2,1,1,0,4,1,0,12,4,-1.7
Cc1cc2c(=O)n(C)c(SCC(=O)Nc3cccc(O)c3)nc2s1,-10,5,4,4,-5,-1,-2,-7,4,1.6
Cc1cc(C)n(C(=O)CNC(=O)C(c2ccccc2)c2ccccc2)n1,-7,-2,4,-3,-4,-1,6,3,6,0.3
Cc1cc([N+](=O)[O-])nn1CC(=O)N1CCc2ccccc2C1,-6,4,-3,2,1,-3,-6,10,15,0.8
COc1cccc(N(CC(=O)NC2CCCCC2)C(=O)Cn2nnc(-c3ccc(C)o3)n2)c1,-32,-1,3,-3,-4,-5,3,-11,8,2.9
COc1ccc(-c2cc(=O)oc3c(C)c(OCC(=O)NCCCn4ccnc4)ccc23)cc1,8,-4,7,2,2,-3,1,10,-3,0.8
O=C(COC(=O)CNC(=O)C12CC3CC(CC(C3)C1)C2)Nc1ccccc1,1,-2,-5,-1,-4,0,3,10,-7,-0.8
N#CC1=C(N)Oc2[nH]c(=S)[nH]c(=O)c2C12C(=O)Nc1ccccc12 (configuration not stated),-6,14,3,2,-3,-2,0,0,5,-2.9
O=C1CC(N2CCN(c3cccc(C(F)(F)F)c3)CC2)C(=O)N1c1ccccc1F (configuration not stated),-4,-2,7,0,3,0,-1,-7,-16,0.9
COC(=O)CSC(C)C(=O)Nc1nnc(C(C)C)s1 (configuration not stated),-2,0,-3,2,-1,-1,3,16,2,1.4
CCOC(=O)C1CCN(c2c(Nc3ccc(C)c(C)c3)c(=O)c2=O)CC1,0,-4,3,1,-2,-2,7,-8,-6,-1.9
COc1ccc(O)c(CN2CCN(CCCc3ccccc3)C(CCO)C2)c1 (configuration not stated),2,-8,-3,-3,1,0,1,-4,-6,-0.9
Cc1cccn2c(=O)c3cc(C(=O)NC4CCCCC4)c(=N)n(Cc4ccccc4)c3nc12,-16,5,6,9,-2,-3,4,-11,4,1.0
CCCCOCCCNC(=O)COc1ccccc1,-3,8,-2,-3,5,2,-2,13,0,-0.1

# Compound profiles, as listed above. Screens in order: HTRA1 inhibitor | rCAG RNA binder | Rev-erbA mod | GC-A act | GC-B act | SMARCA2 activ | mABHD4 FP | ASAP1 GAP inh | ARFGAP1 inhibitor | PG9 binder
# `Cc1cccc(NC(=O)C2c3ccccc3Oc3ccccc32)n1` reads -15 | -3 | 6 | -18 | -9 | 2 | -7 | -5 | 3 | -2.2
# `COc1cc(NS(=O)(=O)c2ccc(NC(=O)c3cccs3)cc2)nc(OC)n1` reads -6 | 15 | -3 | 0 | -4 | -2 | -3 | 3 | 3 | 0.5
# `Cc1cccn2c(=O)c3cc(C(=O)NC4CCCCC4)c(=N)n(Cc4ccccc4)c3nc12` reads -16 | 5 | 6 | 9 | -2 | -3 | 4 | -11 | 4 | 1.0
# `COc1ccc(O)c(CN2CCN(CCCc3ccccc3)C(CCO)C2)c1` (configuration not stated) reads 2 | -8 | -3 | -3 | 1 | 0 | 1 | -4 | -6 | -0.9
